S1P3 agonist: activates the human S1P3 receptor; S1P3 NFAT-BLA reporter cells, agonism, FRET ratio; relative to 1 µM S1P, basal subtracted; activation, % at 4.5 µM; 60,000 compounds, 0.1% hits;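 active means activation above the screen-wide mean plus 3 SD, cut at about 4.5% in these data, passing the limit was not always enough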; further: some compounds called inactive have numbers as strong as hits
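material = human S1P3 NFAT-BLA reporter CHO cells | schedule = 4 h compound at 37 °C, 2 h substrate at RT | measured by = fluorescent BLA substrate, ex 405 nm, em 460/535 nm ratio | controls = 1 µM S1P reference | replication = primary once, confirmation triplicate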
Jurkat viability: reduces viability or proliferation of Jurkat cells | Jurkat E6.1 viability, ATP luminescence, 48 h | inhibition, % at 4 µM | 56,000 compounds, 1.2% hits | AID 463;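 active means inhibition above the mean inhibition of all tested compounds plus 3 SD, cut at about 28% in these data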
S1P1 ag-PAM: activates or potentiates agonism at human S1P1 receptor. P21453. S1P1 CRE-bla cells, forskolin, beta-lactamase FRET, potentiator mode; S1P1 agonist co-added at EC20, 2 nM; 100% = saturating reference agonist, 0% = basal. activation, % at 9.5 µM. 56,000 compounds, 0.57% hits;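 active means activation above a cutoff set at the mean activation of all tested compounds plus 3 SD, cut at about 54% in these data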;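 further: forskolin at 4 µM as EC80 and the EC20 agonist is SEW2871; 100% = SEW2871 at its EC100 plus forskolin at EC80; some compounds past the cut are filed as inactive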
TNAP act mid DEA: human TNAP activation, intermediate phosphate acceptor | P05186 | purified TNAP, CDP-star luminescence, 100 mM DEA, 30 min; stronger effect = higher value; scale: 0 levamisole-inhibited, 1 vehicle-only enzyme | activation factor at 20 µM | 64,000 tested, under 10 active;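 active means activation factor of at least 2 at 20 µM, relative to controls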
M1 ag: M1 muscarinic receptor agonism | CHO-M1 cells, Fluo-4 calcium fluorescence, agonist mode; stronger effect = higher value | AID 626 | B-score at 10 µM | 64,000 compounds, 3% hits;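 active means fluorescence rise, raw or as B-score row- and column-corrected plate score, outside the 99.7% band of its plate's samples, either direction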
HEK293 NFkB inh: inhibitors of the PMA/ionomycin-induced NF-kB reporter in HEK293 cells. HEK-293 NF-kB luciferase reporter, luminescence. inhibition, % at 3 µM. 62,000 compounds, 0.21% hits;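 active means inhibition above the mean of all tested compounds plus 3 SD, cut at about 40% in these data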;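 further: 0% = stimulated DMSO wells and 100% = 10 µM reference inhibitor 5653914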
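Signal: luciferase luminescence; Material: HEK-293 cells with stable firefly luciferase reporter driven by four HIV NF-kB elements; Probe or stimulus: PMA with ionomycin; Replication: tested once; Times: 1 h compound pretreatment, then 16 h stimulation at 37 °C, 5% CO2; Benchmarks: DMSO and 10 µM reference inhibitor; Evaluation: per-plate % inhibition versus controls.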
M1 antag: antagonists of rat M1 muscarinic receptor; P08482; CHO-M1 cells, Fluo-4 calcium, ACh EC80 antagonist mode; stronger effect = lower value; B-score at 10 µM; 64,000 compounds, 3.4% hits; AID 628;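 active means calcium fluorescence response, raw or row-and-column corrected B-score, differing from the plate sample mean either way at a set confidence level, mostly lower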
D1 allo mod: allosterically modulates the human D1 dopamine receptor; HEK293 D1, CRE-luciferase, dopamine EC30 potentiation; actives deviate in either direction; B-score at 10 µM; 58,000 compounds, 5.9% hits; AID 641;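 active means luminescence count or its row- and column-corrected plate score outside the 99.7% band of the plate's sample wells, on either side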
E coli RNAP: inhibitors of Escherichia coli RNA polymerase | inhibition, %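 (tested at 10 µM)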 | AID 559 | 62,000 compounds, 0.2% hits | E. coli RNA polymerase, fluorescence transcription assay; in the data active means inhibition above about 20%;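 further: 0% = enzyme without compound and 100% = no enzyme blank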
Target sequence (P0A8V2 whole entry, looked up): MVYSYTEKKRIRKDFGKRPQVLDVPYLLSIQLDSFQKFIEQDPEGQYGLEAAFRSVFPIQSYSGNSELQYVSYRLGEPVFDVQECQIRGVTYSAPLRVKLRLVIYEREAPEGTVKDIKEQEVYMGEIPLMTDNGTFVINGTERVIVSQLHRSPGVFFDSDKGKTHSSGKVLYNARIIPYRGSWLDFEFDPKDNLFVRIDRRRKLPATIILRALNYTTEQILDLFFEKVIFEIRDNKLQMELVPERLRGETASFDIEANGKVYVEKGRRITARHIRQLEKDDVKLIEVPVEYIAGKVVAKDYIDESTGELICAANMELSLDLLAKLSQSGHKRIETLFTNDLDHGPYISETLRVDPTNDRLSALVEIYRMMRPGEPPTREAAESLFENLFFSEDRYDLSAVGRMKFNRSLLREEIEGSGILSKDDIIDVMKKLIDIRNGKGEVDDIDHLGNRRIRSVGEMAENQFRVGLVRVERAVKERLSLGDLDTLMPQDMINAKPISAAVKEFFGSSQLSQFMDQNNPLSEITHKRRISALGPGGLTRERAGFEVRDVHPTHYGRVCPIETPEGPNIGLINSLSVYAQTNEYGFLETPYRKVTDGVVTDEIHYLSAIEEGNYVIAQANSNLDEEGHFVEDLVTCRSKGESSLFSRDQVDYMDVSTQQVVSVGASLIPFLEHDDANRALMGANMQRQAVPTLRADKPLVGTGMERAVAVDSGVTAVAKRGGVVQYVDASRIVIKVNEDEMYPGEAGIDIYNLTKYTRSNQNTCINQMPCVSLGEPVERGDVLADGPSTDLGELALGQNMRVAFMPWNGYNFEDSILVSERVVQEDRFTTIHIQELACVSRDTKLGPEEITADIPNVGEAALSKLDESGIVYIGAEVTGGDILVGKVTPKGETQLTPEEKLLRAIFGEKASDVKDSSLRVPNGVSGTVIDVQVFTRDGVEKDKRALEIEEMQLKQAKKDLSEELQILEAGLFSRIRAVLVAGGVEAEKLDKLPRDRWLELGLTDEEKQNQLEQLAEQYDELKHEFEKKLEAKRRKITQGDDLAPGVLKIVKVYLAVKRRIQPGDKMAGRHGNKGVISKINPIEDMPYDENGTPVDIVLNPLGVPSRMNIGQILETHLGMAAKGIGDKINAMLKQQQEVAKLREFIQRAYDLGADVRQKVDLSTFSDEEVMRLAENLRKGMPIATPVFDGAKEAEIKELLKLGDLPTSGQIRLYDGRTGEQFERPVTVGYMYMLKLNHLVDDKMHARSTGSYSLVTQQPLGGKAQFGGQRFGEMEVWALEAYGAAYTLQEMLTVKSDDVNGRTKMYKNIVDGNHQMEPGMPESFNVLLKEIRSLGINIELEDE
An asterisk follows results filed as active; . = no result given. Hits appear at their usual frequency; any-hit rate near 12%.

SMILES	S1P3 agonist	Jurkat viability	S1P1 ag-PAM	TNAP act mid DEA	M1 ag	HEK293 NFkB inh	M1 antag	D1 allo mod	E coli RNAP
COc1ccc(C(=O)NCC(c2cccnc2)N2CCN(c3ccccc3)CC2)cc1OC (configuration not stated)	-1.5	0	11	1	0.31	5	1.9	.	6
c1ccc(-c2nnc(CN3CCC4(CC3)OCCO4)o2)cc1	0.5	-3	7	0.9	0.96	7	-0.77	-0.12	-8
Cc1noc(C)c1COC(=O)c1ccccc1NC(=O)Cc1ccccc1	-1.0	8	3	1	1.9	20	-0.12	1.4	7
COc1ccc(S(=O)(=O)N(C)CC(=O)Nc2ccccc2SC)cc1	-0.6	2	16	0.9	0.11	18	-0.15	-0.13	8
Cc1[nH]c2ccccc2c1C(=O)CN1CCCCC1CCO (configuration not stated)	1.6	-3	-6	1	-0.2	10	-0.029	0.69	7
Cn1nnnc1SCC(=O)Nc1ccccc1Cl	0.1	-6	3	0.9	-0.44	5	0.064	0.89	10
CCOC(=O)C1CCCN(Cc2ccccc2OCC)C1 (configuration not stated)	-0.2	3	.	0.9	-0.056	-8	-0.73	0.036	9
O=C(COC(=O)c1ccc(Br)o1)Nc1ccc(S(=O)(=O)N2CCCC2)cc1	-0.6	6	-3	0.9	-2.1	8	-1.1	-0.7	11
Cc1cc(S(=O)(=O)n2cnc3ccccc32)c(C)cc1Cl	-1.0	-8	-6	0.8	-0.035	11	-0.0045	-2	6
Cc1[nH]c2ccc(-c3nnc(SCC(=O)c4ccccc4F)o3)cc2c1C	-0.5	6	41	0.9	0.73	12	-0.15	-1.9	-6
CC(O)Cc1nsc(NC(=O)c2cccs2)n1 (configuration not stated)	-0.5	0	4	0.9	0.027	5	-0.0053	0.24	1
COc1ccccc1-n1cnc2cc(C(=O)NCC3CCCO3)ccc21 (configuration not stated)	-0.3	-6	-17	.	-0.77	12	0.26	0.29	.
COC(=O)c1cnn(C(=O)c2cc(OC)ccc2Br)c1N	1.1	4	-6	1	-0.5	16	0.88	.	-1
CSc1nc(N)nc(SCC(=O)C23CC4CC(CC(C4)C2)C3)c1C#N	-0.5	.	21	0.9	3.1	.	0.31	.	0
CCOc1ccccc1N(C(=O)Cn1nnnc1-c1ccc(C)o1)C(CC)C(=O)NC(C)(C)C (configuration not stated)	-0.1	-10	-16	0.9	0.65	7	-0.59	-0.15	-6
O=C(O)C(Cc1c[nH]c2ccccc12)NS(=O)(=O)c1cccc2nsnc12 (configuration not stated)	-1.6	.	-9	0.9	-0.28	.	-0.1	0.065	7
CN1/C(=C\C(=O)C(F)F)C(C)(C)c2ccccc21	-0.8	2	-28	1	1.2	9	-0.082	-0.68	-3
CSc1nc2c(c(-c3ccc(O)cc3)c1C#N)CCC2	-0.8	9	-18	0.9	.	-2	.	.	.
CCN(C(=O)c1cccs1)c1nnc(-c2ccncc2)s1	-0.9	10	51	0.8	0.7	17	-0.89	0.36	13
Cc1ccc2[nH]c(=O)c(CN(Cc3ccccc3Cl)C(=O)N3CCOCC3)cc2c1	0.2	-4	-5	0.9	2.2*	-6	0.44	-0.37	.
COc1ccc(N(CC(=O)NC(C)(C)C)S(=O)(=O)c2ccccc2)cc1OC	0.0	0	-9	1	-0.67	1	0.4	-0.2	4
CCCCn1c(CN2CCOCC2)nc2c1c(=O)n(C)c(=O)n2C	-0.7	4	-6	1	0.29	12	-0.24	-0.78	11
CCOc1ccc(C(O)c2nccn2Cc2ccccc2)cc1 (configuration not stated)	-0.7	1	-24	1.1	0.13	20	-0.27	0.17	4
O=C(CSc1ncc(C(F)(F)F)cc1Cl)N1CCN(S(=O)(=O)c2ccccc2)CC1	-0.6	3	-14	1	1.6	7	-0.31	-0.69	6
COc1ccc(CC(NC(C)=O)C(=O)N2CCN(C(=O)Nc3ccc(Cl)cc3)CC2)cc1OC (configuration not stated)	-0.5	-1	-7	0.9	-0.17	20	0.14	-0.47	2

The list goes on.
SMILES	S1P3 agonist	Jurkat viability	S1P1 ag-PAM	TNAP act mid DEA	M1 ag	HEK293 NFkB inh	M1 antag	D1 allo mod	E coli RNAP
COC(=O)c1ccccc1NC(=O)CSc1nnnn1-c1ccc(C)cc1C	-0.6	1	14	0.9	0.82	10	-0.025	0.39	8
O=c1[nH]c2cc3c(cc2cc1C(c1nnnn1C1CCCC1)N1CCCc2ccccc21)OCCO3 (configuration not stated)	-0.8	3	-6	0.9	-0.042	14	0.7	1	0
CCC(NC(=O)c1ccccc1NC(=O)c1ccccc1)C(=O)O (configuration not stated)	-0.1	-8	-18	1	-0.61	1	0.34	.	1
CCn1c(C(=O)N2CCC(C(=O)NCCCSC3CCCCC3)CC2)cc2sccc21	-1.0	4	14	1	2.5*	2	0.092	-1.2	-2
Cc1ccc(C2=NCCNC2=O)c(C)c1	.	.	.	1	-0.37	1	-0.4	-0.46	5
O=C(O)CN1C(=O)C2(OCCCO2)c2ccccc21	.	.	.	0.9	-0.0066	7	0.75	-0.3	-5
CCCc1[nH]nc2c1C1(C(=O)N(C(C)C)c3ccccc31)C(C#N)=C(N)O2 (configuration not stated)	-0.5	-9	-6	0.9	0.67	11	-0.22	2	2
CCN(CCCNC(=O)CN1C(=O)COc2ccccc21)c1cccc(C)c1	.	.	.	0.9	-1.2	7	-0.48	-0.15	-1
O=C(NCC1CCCO1)c1sc(=S)n2c1[nH]c(=O)c1ccc(C(=O)N3CCCCC3)cc12 (configuration not stated)	0.6	11	-50	0.9	0.33	-1	-0.67	0.38	16
CCc1nnc(NC(=O)c2ccc(S(=O)(=O)N3CCCCC3C)cc2)s1 (configuration not stated)	-0.1	-4	2	0.8	-0.28	3	-0.11	.	9
O=C(Nc1ncnc2sc3c(c12)CCCCC3)c1ccco1	0.0	0	-8	1	37*	5	-10*	5.3*	1
Nc1nc2n(n1)C(c1cccc(Br)c1)CC(c1ccccc1)N2 (configuration not stated)	-0.2	1	-13	0.9	0.0057	23	-0.64	37*	5
O=C(CCc1ccccc1)NCCCN1CCOCC1	0.3	6	-2	0.9	0.75	17	0.12	-0.85	11
CCOC(=O)N1CCC(N2C(=O)c3ccccc3C2Nc2cc(Cl)c(OC)cc2OC)CC1 (configuration not stated)	-1.3	2	26	0.9	1.9	-3	-0.32	1.1	-9
CCCCN(CCCC)C(=O)CSc1nnc(-c2cc(OC)c(OC)c(OC)c2)o1	-1.0	13	-12	0.9	4.4*	13	-1.1	-0.85	8
NC[C@@]12CCCC1C1CCC2C1 (some centres not stated)	-1.7	5	-6	0.9	-0.27	4	-0.09	0.45	-3
Cc1c(N(C)C)nc2ccccc2c1N	-0.9	3	-22	1	0.025	2	-2.3*	-0.84	4
Cc1nn(-c2cc(Cl)ccc2N)c(=O)c2ccccc12	-1.6	-4	-12	1	-0.12	4	0.85	1.4	-5
O=C(NCCn1ccc2ccccc21)c1ccc2c(c1)OCO2	-1.2	-2	12	0.9	-0.78	-40	0.85	.	8
O=C(Nc1ncccn1)c1cccs1	-1.0	3	-3	0.9	0.45	12	-0.2	-0.02	-3
CCCc1cc(=O)n2[nH]c(-c3ccc(C)cc3)cc2n1	-0.2	0	-34	1	0.44	-19	-0.16	.	6
COc1ccc(C2C(C#N)=C(N)Oc3n[nH]c(-c4ccccn4)c32)c(OC)c1OC (configuration not stated)	-0.2	8	-27	1	-0.76	6	0.53	11*	-2
C=C(C)c1nc(N)nc(N)n1	0.5	5	-5	0.9	-0.21	-3	-0.032	0.018	5
CCC(C)C(NS(=O)(=O)c1ccc(C)cc1)C(=O)NCCN1CCOCC1 (configuration not stated)	-0.1	-9	2	1	.	-2	.	.	15
CCOC(=O)c1ccc(NC(=O)c2cccc(S(=O)(=O)N3CCOCC3)c2)cc1	-1.1	19	22	0.9	10*	10	-2.9*	0.053	11

Sorted by molar mass (low to high): part of the list above
SMILES	S1P3 agonist	Jurkat viability	S1P1 ag-PAM	TNAP act mid DEA	M1 ag	HEK293 NFkB inh	M1 antag	D1 allo mod	E coli RNAP
O=C(Nc1ncccn1)c1cccs1	-1.0	3	-3	0.9	0.45	12	-0.2	-0.02	-3
O=C(NCCn1ccc2ccccc21)c1ccc2c(c1)OCO2	-1.2	-2	12	0.9	-0.78	-40	0.85	.	8
CCOc1ccccc1N(C(=O)Cn1nnnc1-c1ccc(C)o1)C(CC)C(=O)NC(C)(C)C (configuration not stated)	-0.1	-10	-16	0.9	0.65	7	-0.59	-0.15	-6

3 entries drawn at random from those above:
SMILES	S1P3 agonist	Jurkat viability	S1P1 ag-PAM	TNAP act mid DEA	M1 ag	HEK293 NFkB inh	M1 antag	D1 allo mod	E coli RNAP
CCC(NC(=O)c1ccccc1NC(=O)c1ccccc1)C(=O)O (configuration not stated)	-0.1	-8	-18	1	-0.61	1	0.34	.	1
O=c1[nH]c2cc3c(cc2cc1C(c1nnnn1C1CCCC1)N1CCCc2ccccc21)OCCO3 (configuration not stated)	-0.8	3	-6	0.9	-0.042	14	0.7	1	0
O=C(Nc1ncccn1)c1cccs1	-1.0	3	-3	0.9	0.45	12	-0.2	-0.02	-3

Next results:
SMILES	S1P3 agonist	Jurkat viability	S1P1 ag-PAM	TNAP act mid DEA	M1 ag	HEK293 NFkB inh	M1 antag	D1 allo mod	E coli RNAP
COc1cc(C(=O)Nc2ccc3c(c2)OCCO3)ccc1OC(F)F	0.0	7	11	1.1	2.2	-29	0.12	0.1	-10
O=C(CN1C(=O)CCC1=O)Nc1nc(-c2ccccn2)cs1	-0.9	-6	-26	15*	-0.2	2	0.0068	-0.065	4
COc1ccc(C(=O)Nc2cc(OC)cc(OC)c2)cc1	.	.	.	0.9	-0.37	.	0.12	-1.7	-1
Cc1oc(-c2ccccc2)cc1C(=O)Nc1cccc(C(=O)O)c1	-0.6	5	-13	0.8	-0.64	0	-0.29	0.78	7
COCCNC(=O)c1ccc(NS(C)(=O)=O)cc1	0.4	-8	-2	0.9	-0.31	10	-0.26	0.16	3
CCOC(=O)c1sc(=NC(=O)c2cc(OC)c(OC)c(OC)c2)n(C)c1C	-2.2	-1	-16	1	1	12	-0.25	0.079	.
S=c1[nH]nc(-c2ccncc2)n1Cc1ccccc1	0.2	-6	.	0.9	0.6	2	0.41	-0.2	2
COCCNC(=O)C(c1ccco1)N(Cc1ccc(OC)cc1)C(=O)Cn1nnc2ccccc21 (configuration not stated)	0.1	0	-12	1	0.17	7	1.3	-0.32	7
COc1cccc2cc(C(=O)N(C)C)c(=O)oc12	0.6	-1	.	0.9	0.39	2	-0.096	0.31	7
O=C(NCc1ccc2c(c1)OCO2)c1cccc(C(=O)NCc2ccc3c(c2)OCO3)c1	-1.2	-3	-6	1	-0.85	15	-0.018	-2.6	3
CCCCn1c(=O)c(-c2ccccc2)c(O)c2ccccc21	-0.5	-4	0	0.9	0.62	8	-0.033	.	9
CC(C)(C)NC(=O)CN(Cc1cccs1)C(=O)c1csnn1	-0.1	6	-3	0.9	0.63	6	0.56	.	9
CC1(C)CC(=O)C(C=Nc2ccc3[nH]ncc3c2)=C(O)C1	-1.8	3	99*	0.8	0.25	24	-0.61	-1.2	-3
COC(=O)CSc1nc(C)c(Oc2ccccc2)c(=O)[nH]1	-0.9	.	6	0.9	0.88	.	0.12	0.17	.
CCCCOc1ccc(-c2ncc(Cl)cn2)cc1	-1.0	-3	-18	0.8	-0.81	-18	-0.11	-1.2	5
Cc1ccc(S(=O)(=O)CCSc2nc(C)cc(C)c2C#N)cc1	-0.8	-5	.	0.9	-1.9	5	-1.3	0.046	-3
N#C/C(=C\c1ccc(O)c(O)c1)S(=O)(=O)c1ccccc1	-1.2	17	-2	0.6	22*	8	0.52	0.041	3

Screening results deposited in PubChem by several laboratories.
